Screens from PubChem.
GPR151 activ = activates the human receptor GPR151; Q8TDV0; PathHunter beta-arrestin GPR151 cells, luminescence; activation, % at 11.2 µM; 1% of 650,000 active; in the data active means activation above about 4.9%;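 further: 0% = median of compound wells and 100% = cells with positive control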
TEAD-YAP inh = TEAD-YAP interaction inhibition; HEK-TIYL cells, TEAD-Gal4/YAP UAS-luciferase luminescence; AID 1259422; 1.4% of 640,000 active; inhibition, % at 9.12 µM; in the data active means inhibition above about 32%;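 further: 0% = median of test compound wells and 100% = reference inhibitor wells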
MITF primary = inhibitors of human MITF | O75030 | AlphaScreen MITF homodimerization, bead proximity signal | inhibition, % at 2.6 µM | 0.91% of 650,000 active | AID 1259374; in the data active means inhibition above about 50%;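 further: 0% = vehicle wells with protein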
FBW7 activator = activators of human E3 ligase FBW7; Q969H0; AlphaScreen FBW7–phospho-cyclin E peptide binding, activator screen; normalized activity (activation), % at 26.1 µM; 0.13% of 650,000 active; in the data active means normalized activity above about 1.9%;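 further: purified mutant Fbw7 with reduced substrate affinity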
Target sequence (Q969H0 whole entry, looked up): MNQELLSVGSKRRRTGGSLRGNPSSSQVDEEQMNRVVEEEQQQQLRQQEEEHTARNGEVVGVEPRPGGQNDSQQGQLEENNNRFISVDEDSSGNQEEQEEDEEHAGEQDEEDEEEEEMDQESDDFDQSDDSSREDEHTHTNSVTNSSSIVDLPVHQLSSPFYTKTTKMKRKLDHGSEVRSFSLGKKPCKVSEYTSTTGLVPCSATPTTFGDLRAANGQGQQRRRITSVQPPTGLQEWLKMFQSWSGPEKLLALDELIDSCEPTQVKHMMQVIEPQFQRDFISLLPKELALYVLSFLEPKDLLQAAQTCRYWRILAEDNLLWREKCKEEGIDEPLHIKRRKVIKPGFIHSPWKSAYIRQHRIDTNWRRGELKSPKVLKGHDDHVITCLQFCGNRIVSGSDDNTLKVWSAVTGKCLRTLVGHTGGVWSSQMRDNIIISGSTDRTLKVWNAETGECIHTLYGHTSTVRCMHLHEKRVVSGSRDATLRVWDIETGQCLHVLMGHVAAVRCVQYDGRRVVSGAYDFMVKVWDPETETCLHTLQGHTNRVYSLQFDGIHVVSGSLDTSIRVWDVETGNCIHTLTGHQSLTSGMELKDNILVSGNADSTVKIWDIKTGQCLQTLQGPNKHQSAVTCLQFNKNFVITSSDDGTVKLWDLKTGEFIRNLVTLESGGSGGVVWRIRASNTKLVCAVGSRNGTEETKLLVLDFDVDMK
Active calls of the source: *.

mol	GPR151 activ	TEAD-YAP inh	MITF primary	FBW7 activator
Cc1ccc(C)c(NC(=O)C2CCCN2C(=O)OCc2ccccc2)c1 (stereo not given)	0.2	1	2	0.2
CCOC(=O)c1sc(NC(=O)CSc2nnc(CNC(=O)c3cccc(OC)c3)n2-c2cccc(C)c2)c(C(=O)OCC)c1C	-0.5	-3	-4	-0.1
Nc1nc(SCc2ccc(F)cc2)n[nH]1	-0.7	0	-3	-0.2
Cc1ccc(C(=O)Nc2nn[nH]n2)cc1	3.9	-2	-13	-0.1
CC1CN(CCCOc2ccccc2-c2ccccc2)CC(C)O1 (stereo not given)	0.1	5	39	0.4
CSc1ncc(/C=C2/C(=O)NC(=O)N(c3ccccc3C)C2=O)cn1	-1.2	-1	12	0.0
O=C1C=Cc2ccccc2/C1=C/c1c(O)[nH]c(=S)[nH]c1=O	1.2	5	0	-0.1
C/C(=N\OCC(=O)OC(C)C(=O)c1ccc(F)cc1)c1ccc2c(c1)OCO2 (stereo not given)	-0.5	-11	8	0.0
Cc1ccc(/C=C(/C#N)C(=O)Nc2ccc(Cl)cc2)cc1[N+](=O)[O-]	-0.5	-1	-9	0.0
CCOC(=O)c1ccc(N=Cc2nc3ccccc3n2C)cc1	0.3	-7	2	0.0
O/N=C(\c1ccccc1)c1nccc2ccccc12	-0.1	11	5	0.0
CC1CCCCC1N1C(=O)C2C(C(=O)Nc3ccc(Br)cc3)C3C=CC2(O3)C1C(=O)NC1CCCCC1 (stereo not given)	-2.5	-7	-2	-0.1

Profiles from above:
Entry for `CCOC(=O)c1sc(NC(=O)CSc2nnc(CNC(=O)c3cccc(OC)c3)n2-c2cccc(C)c2)c(C(=O)OCC)c1C` = GPR151 activ: -0.5; TEAD-YAP inh: -3; MITF primary: -4; FBW7 activator: -0.1
Entry for `Nc1nc(SCc2ccc(F)cc2)n[nH]1` = GPR151 activ: -0.7; TEAD-YAP inh: 0; MITF primary: -3; FBW7 activator: -0.2

More compounds:
mol	GPR151 activ	TEAD-YAP inh	MITF primary	FBW7 activator
Cc1cc(OCCCn2ccnc2)ccc1Cl	3.0	8	-8	0.1
Cc1ccc2c(c1)N(CC(=O)NCc1cccs1)C(=O)CO2	0.7	-4	15	0.0
CC(C)(C)C(=O)CSc1nc2ccsc2c(=O)n1-c1ccc(F)cc1	0.9	-8	11	0.0
CCOC(=O)CCc1c(C)c(C#N)c2nc3ccccc3n2c1-n1cnc2ccccc21	0.1	5	18	0.5
CC(C)C1Cc2c(sc3nc(SCC(=O)c4ccc(Cl)cc4)n(-c4ccccc4)c(=O)c23)CO1 (stereo not given)	1.1	5	10	0.1
O=C(Nc1cc(C(F)(F)F)ccc1Cl)c1cc(S(=O)(=O)N2CCCCC2)ccc1F	-0.6	-10	5	-0.1
COc1ccc(Br)cc1NS(=O)(=O)c1cc(C(=O)O)ccc1Cl	0.8	-8	0	0.0
O=C(Cc1cccs1)Nc1onc2c1CCCC2	-0.1	-4	-4	-0.1
COc1cc(OC)c(NC(=O)Cc2c(C(=O)O)[nH]c3ccccc23)cc1Cl	0.1	-1	-11	-0.1
O=C(NCCCN1CCCC1=O)C1CCN(S(=O)(=O)N2CCOCC2)CC1	0.4	-8	7	-0.1
CC(=O)CC(=O)Oc1ccc(O)cc1	-0.9	-14	3	-0.2
CN1CCc2c(sc(NC(=O)c3ccc(S(=O)(=O)N4CCCC4)cc3)c2C(N)=O)C1	0.3	5	-21	0.0
COCCNC(=O)CSc1ccc(-c2ccc(OC)cc2)nn1	-0.7	-28	19	0.1
CCOc1cc(Br)cc(/C=N/NC(=O)c2cccnc2)c1O	0.3	78*	53*	-1.2
COc1ccccc1OCCn1c(N)nc2ccccc21	-1.3	8	7	-0.1
O=C1CCCN1CCCNc1ncnc2nc(N3CCN(c4ccccn4)CC3)[nH]c12	-0.3	8	-5	0.0
C=CCn1c(SCC(=O)Nc2cc(C)on2)nc2sc3c(c2c1=O)CCC3	1.1	12	13	0.3
CCCNC(=O)Cn1ncc2c(Cl)cccc21	-1.9	-5	5	0.9
O=S(=O)(Nc1cccc(-c2cnc3ccccc3n2)c1)c1ccccc1	-1.0	-35	16	0.1
CCOC(=O)c1c(N2C(N)=C(C#N)C(c3ccc(C(C)(C)C)s3)C3=C2CC(C)(C)CC3=O)sc2c1CCCC2 (stereo not given)	-1.0	-3	2	-0.1
Cc1c(Cl)cccc1NS(=O)(=O)c1c(C)n(C)c(=O)n(C)c1=O	0.2	-4	8	0.0
Cc1ccc([N+](=O)[O-])cc1NC(=O)COc1ccc(S(=O)(=O)NCC(C)C)cc1C	0.1	-4	4	-0.1
O=Cc1ccccc1-c1ccc(OCc2ccccn2)nc1	-0.5	-13	12	-0.3
CC(=O)Nc1ccc(OCCCl)c(OCCCl)c1	-0.3	2	4	-0.1
COc1cccc(C2C3=C(CC(C)(C)CC3=O)Nc3nc(C(F)(F)F)nn32)c1OC (stereo not given)	-1.8	0	11	0.0
CCN(CC)CCNC(=O)Cc1c(C(=O)O)n(C)c2ccccc12	-1.4	0	2	0.1
Cc1nc2sc(C(c3cccc(F)c3)N3CCC(C)CC3)c(O)n2n1 (stereo not given)	0.4	6	6	0.0
CCn1c(C)nc2cc(C(=O)N/N=C(\C)c3ccc(OC)cc3O)ccc21	-1.2	-29	0	-0.2
CCOC(=O)Cc1nnc(NC(=O)c2ccc(OC)cc2)s1	-1.8	-21	-5	0.0
CCCCN(CC)S(=O)(=O)c1ccc(C)cc1	-0.3	5	7	0.1
C=CCNC(=S)N(Cc1ccccc1)C(C)c1ccccc1 (stereo not given)	1.3	-4	12	0.5
CCN(CC(=O)N1CCCCC1)S(=O)(=O)c1ccc2ccccc2c1	0.6	4	6	0.0
O=c1oc2ccc(Cl)cc2nc1/C=C(\O)c1ccccc1	0.6	-43	14	0.1
CN1C(=O)NC(=O)/C(=C/c2ccc(O)c([N+](=O)[O-])c2)C1=O	0.4	-2	19	-0.1
Nc1cccc(C(=O)Nc2ccccc2Cl)c1	0.4	-12	15	0.1
CCn1c(SCC(=O)N2CC(=O)Nc3ccccc32)nnc1-c1ccc(Cl)cc1	2.4	2	4	0.1
CCN(CC)P(=NN=Nc1ccn2nnnc2n1)(N(CC)CC)N(CC)CC	0.6	1	-7	-0.1
COc1ccc(C2=N/C(=C\c3cccnc3)C(=O)O2)c(Br)c1	-1.3	4	3	0.3
CC(C)(C)c1ccc(/C=C2\N=C(c3ccccc3[N+](=O)[O-])OC2=O)cc1	0.3	10	10	-0.1
c1ccc2c(c1)SCc1nnc(-c3ccncc3)n1-2	0.8	-2	-1	-0.1
CN(C)CCn1nc(-c2cccc3ncccc23)oc1=O	-0.3	3	3	0.0
O=C(c1cnc(N2CCN(c3ncccn3)CC2)c2ccccc12)N1CCCCCC1	0.7	12	19	0.1
O=C(COc1ccc(F)cc1)Nc1ccc(-n2cnnn2)cc1	-0.7	-3	7	-0.1
CCCOc1ccc(C2(C)CC(=O)NC2=O)cc1 (stereo not given)	1.5	-5	4	0.1
Cc1ccc(Nc2ccc(C(=O)O)cc2N)cc1Cl	-0.5	-73	-7	0.0
COC(=O)C1=NNC2(C)C(=O)N(c3ccccc3Cl)C(=O)C12 (stereo not given)	1.4	6	5	0.1
COC(=O)c1sc(NC(=O)/C=C/c2c(F)cccc2Cl)nc1C	3.0	7	3	0.1
Cc1ccc(CSc2nc3[nH]ncc3c(=O)n2-c2ccc(C)cc2)cc1	0.1	-4	-5	-0.2

The results go on.
smiles,GPR151 activ,TEAD-YAP inh,MITF primary,FBW7 activator
COc1ccccc1/C=C1\SC(N2CCOCC2)=NC1=O,-1.7,-21,1,-0.3
C=CCOc1c(Cl)cc(/C=c2/sc3n(c2=O)C(c2ccccc2OC(C)C)C(C(=O)OCC)=C(C)N=3)cc1OCC (stereo not given),2.2,-9,-1,0.0
Cc1cc(C)c(S(=O)(=O)N2CCC(C(=O)OCC(=O)c3ccc[nH]3)CC2)c(C)c1,3.2,-1,4,0.0
COc1ccc2nc(N3CCC(C(=O)NCc4ccccc4OC)CC3)sc2c1,0.9,0,-2,-0.1
C=CCNC(=O)CCCOc1ccc(OC)cc1,-0.6,-2,-17,0.1
CCc1ccc(-n2cnc3cc(C(=O)NCCc4ccccc4)ccc32)cc1,0.2,5,16,0.0
CCn1c(SCC(=O)Nc2c(C)n[nH]c2C)nnc1-c1cccs1,-0.8,-5,-21,0.2
CCCCc1ccc(NC(=O)Cn2nc(C(=O)N3CCOCC3)cc2C)cc1,-0.8,-19,6,-0.1
O=C(c1ccccc1F)N1CCN(C(c2ccccc2)c2ccccc2)CC1,1.6,-3,3,0.1
O=[N+]([O-])c1ccc(N2CCN(CCO)CC2)cc1N1CCCCC1,0.7,19,15,-0.1
N#Cc1cc([N+](=O)[O-])ccc1NC(=O)COC(=O)c1[nH]c(=O)[nH]c(=O)c1N,0.6,11,7,-0.3
Cn1c(=O)[nH]c(=O)c2c1nc(N1CCN(CCO)CC1)n2CCCOc1ccccc1,-1.5,-8,-6,0.0
Cc1c(O)ccc(NC(=O)c2ccccc2)c1C,-0.2,3,7,0.2
Cc1ccccc1-c1cc(=O)oc(-c2cccc([N+](=O)[O-])c2)n1,-0.6,-1,-12,-0.2
COC(=O)C1=C(C)NC2=C(C(=O)c3ccccc32)C1c1ccco1 (stereo not given),1.8,-57,-20,-0.2
CN(Cc1cscn1)C(=O)C1CC12CCN(Cc1cc3ccccc3o1)CC2 (stereo not given),0.6,-1,-12,-0.1
Cc1csc(NC(=O)CCc2c(C)nc3cc(-c4ccccc4)nn3c2C)n1,-0.5,38*,1,1.4
O=C(CSc1nnc(Cc2ccccc2)o1)c1ccc([N+](=O)[O-])cc1,-0.9,2,19,0.0
Oc1oc(-c2ccccc2)nc1C=Nc1cccc(Cl)c1,-0.2,-3,-6,-0.1
O=C1C2C(C(=O)N1/N=C/c1ccc([N+](=O)[O-])o1)C1C=CC2C12CC2 (stereo not given),-0.1,2,5,-0.2
Cc1ccc2c(c1)nnn2C1CCN(S(=O)(=O)c2cccc([N+](=O)[O-])c2)CC1,0.3,-4,-1,0.0
Cc1c(Cl)cccc1NC(=O)CSc1ccncn1,-0.3,6,1,0.0
CCOc1cc(/C=C2\SC(=NCc3ccccc3)N(Cc3ccccc3)C2=O)ccc1OCc1ccccc1,-1.1,-8,-21,0.1
O=C(Cn1cnc2ccccc2c1=O)NCCC(=O)Nc1ccc2c(c1)OCCO2,-0.2,-3,2,0.4
CCCCOC(=O)c1ccc(NC(=O)c2cc3cc(Br)ccc3oc2=O)cc1,2.0,-1,-23,0.4

Gathered by group: those above containing a tert-butyl group.
smiles,GPR151 activ,TEAD-YAP inh,MITF primary,FBW7 activator
CC(C)(C)C(=O)CSc1nc2ccsc2c(=O)n1-c1ccc(F)cc1,0.9,-8,11,0.0
CCOC(=O)c1c(N2C(N)=C(C#N)C(c3ccc(C(C)(C)C)s3)C3=C2CC(C)(C)CC3=O)sc2c1CCCC2 (stereo not given),-1.0,-3,2,-0.1
CC(C)(C)c1ccc(/C=C2\N=C(c3ccccc3[N+](=O)[O-])OC2=O)cc1,0.3,10,10,-0.1

Going on with the list:
smiles,GPR151 activ,TEAD-YAP inh,MITF primary,FBW7 activator
CCC(=O)c1ccccc1OCCN1CCN(C)CC1,-0.6,7,13,0.2
Cc1cc(NC(=O)COc2ccccc2C(N)=O)no1,0.7,-30,5,0.1
CCOc1ccccc1NC(=O)Cn1c(C)cc(COC)c(C#N)c1=O,-0.7,2,7,0.2
O=C(Nc1nc2c(s1)CCCC2)c1cccc2ccccc12,1.2,23,-3,-0.1
CCC(C)C(=O)N1c2c(C)cc(C)cc2C(=C2SC(C(=O)OC)=C(C(=O)OC)S2)C(=S)C1(C)C (stereo not given),1.5,-18,-14,0.0
OC1(c2ccc(Cl)cc2)CN(c2ccccc2)C2=[N+]1CCCC2 (stereo not given),0.6,3,5,-0.1
COc1ccc(OCCNc2cc(N3CCOCC3)ccc2[N+](=O)[O-])cc1,0.8,-2,4,-0.2
Cc1nn(C(=O)c2nn(C)cc2[N+](=O)[O-])c(C)c1Cl,-0.4,16,4,1.4
CCOC(=O)c1ccc(NC(=O)Cn2c(C)cc(=O)c3cc(Br)ccc32)cc1,-0.4,9,6,0.6
O=C(Nc1cccc(NC(=O)c2ccccc2Cl)c1)c1cccc(Br)c1,0.8,-12,1,-0.1
CCN(CC)CCCNC(=O)c1cnn2c(C(F)(F)F)cc(-c3ccc(C)cc3)nc12,1.1,-9,16,0.1
COc1ccc(S(=O)(=O)N2CCN(S(=O)(=O)c3ccc(OC)c(C)c3)C(C)C2)cc1C (stereo not given),2.4,-5,3,-0.2
O=C(NC(=S)Nc1cccnc1)c1cncc(Br)c1,-1.1,-15,12,0.0
CCOC(=O)C1=C(C)NC2=C(C(=O)CC(c3ccc(Cl)cc3)C2)C1c1ccc(OCC)cc1 (stereo not given),0.6,10,-4,0.5
Nc1ccc(N)c(NC(=O)c2ccccc2)c1,0.6,-7,6,-0.4
COc1ccc(C(=O)c2ccccc2)cc1Br,1.8,11,-4,0.1
O=C(COC(=O)c1ccc(=O)[nH]c1)Nc1ccc([N+](=O)[O-])cc1,-2.2,2,-7,0.1
